Compound activity (PubChem BioAssay)
Rev-erbA mod: modulators of Rev-erb alpha DNA binding, primary screen, biochemical, FITC-DNA, fluorescence polarization, uHTS; Rev-erbα–FITC-DNA binding, 90 min; activity, % at 10 µM; AID 1259318, 2017; 370,000 tested, 0.79% active;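 active = activity above about 14%, limit read from the data; passing the limit was not always enough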;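 also: 0% = DMSO wells with 35 nM protein and 100% = DMSO wells with 750 nM protein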
ASAP1 inh: inhibitors of human ASAP1 ArfGAP activity, primary screen, biochemical, fluorescence polarization | inhibition, % at 16.5 µM | ASAP1-stimulated ARF1 GTP hydrolysis, GDP FP detection | Arf-GAP with SH3 domain, ANK repeat and PH domain-containing protein 1 (Homo sapiens), … | AID 624377, 2012 | 360,000 tested, 0.19% active; in the data active = inhibition above about 25%;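 also: 0% = vehicle with enzyme and substrate and 100% = no enzyme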
Target sequence (Q9ULH1 325-724 limits assumed): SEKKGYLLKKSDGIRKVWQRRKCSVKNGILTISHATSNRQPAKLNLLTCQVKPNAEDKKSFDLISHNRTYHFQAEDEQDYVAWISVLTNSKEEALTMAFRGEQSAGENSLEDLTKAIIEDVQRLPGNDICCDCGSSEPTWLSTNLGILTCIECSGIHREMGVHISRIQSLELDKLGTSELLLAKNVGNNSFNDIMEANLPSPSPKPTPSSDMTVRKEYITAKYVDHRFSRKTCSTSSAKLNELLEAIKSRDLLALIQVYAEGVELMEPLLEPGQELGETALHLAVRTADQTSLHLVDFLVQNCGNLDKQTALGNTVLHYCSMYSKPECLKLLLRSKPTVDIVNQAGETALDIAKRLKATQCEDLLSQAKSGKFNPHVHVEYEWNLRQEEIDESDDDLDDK
PLC-beta3 inh: human PLC-beta3 inhibitors, primary screen, biochemical, fluorescence. 1-phosphatidylinositol 4,5-bisphosphate phosphodiesterase beta-3 (Homo sapiens), Q01970. Purified PLC-beta3, fluorogenic substrate. inhibition, % at 12.2 µM. 370,000 tested, 0.18% active. AID 720704, 2013; in the data active = inhibition above about 11%;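 also: 0% = median of compound wells on plate and 100% = full blocker control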
ARFGAP1 inh: inhibitors of rat ARFGAP1 GAP activity, primary screen, biochemical, fluorescence polarization, GDP tracer. inhibition, % at 16.5 µM. ADP-ribosylation factor GTPase-activating protein 1 (Rattus norvegicus), Q62848. AID 651572, 2012. Arfgap1-stimulated ARF1 GTP hydrolysis, GDP FP detection. 360,000 tested, 0.26% active;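 active = inhibition above a per-plate limit, mean inhibition of low control wells plus 3 SD, cut at about 25% in these data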;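 also: 0% = DMSO wells with enzyme and 100% = wells lacking Arfgap1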
Target sequence (Q62848 1-136 limits assumed): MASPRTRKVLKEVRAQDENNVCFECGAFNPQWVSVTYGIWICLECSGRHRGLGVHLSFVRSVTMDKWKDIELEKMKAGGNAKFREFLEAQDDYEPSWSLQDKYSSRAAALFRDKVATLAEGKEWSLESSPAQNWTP
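system = rat Arfgap1 catalytic domain, aa 1-136 | technique = FP, GDP Alexa 633 tracer displaced from anti-GDP antibody, 620/688 nm | compound = one concentration, 16.5 µM, DMSO 1.26% | medium = HEPES-based buffer, pH 7.5 | timing = compound-enzyme preincubation 20 min, reaction 120 min, detection 60 min, 25 °C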
proKLK7 act: proKLK7 zymogen activators, primary screen, biochemical, fluorescence intensity | Kallikrein-7 (Homo sapiens), P49862 | purified proKLK7, EDANS-DABCYL substrate fluorescence; 100% is mature enzyme control, 0% vehicle | activation, % at 7 µM | 370,000 tested, 0.9% active | AID 652039, 2013;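 active = activation above the mean of all tested compounds plus 3 SD, computed per campaign excluding outliers beyond control limits, cut at about 13% in these data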
UHRF1 binding: UHRF1 methylated DNA binding inhibitors, primary screen, counter-screen for MBD2 inhibitor project, biochemical, TR-FRET, human UHRF1, single concentration | E3 ubiquitin-protein ligase UHRF1 (Homo sapiens), Q96T88 | UHRF1 binding to methylated oligo | inhibition, % at 4.4 µM | 370,000 tested, 0.75% active | AID 687016, 2013; in the data active = inhibition above about 21%;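 also: UHRF1 SRA domain binding a hemimethylated CpG hairpin DNA probe; 0% = median of test compound wells and 100% = reference inhibitor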
HGIII-sPLA2 inh: human group III sPLA2 inhibitors, primary screen, biochemical, QFRET, BODIPY PC-A2 liposome substrate; Group 3 secretory phospholipase A2 (Homo sapiens), Q9NZ20; QFRET BODIPY PC-A2 liposome hydrolysis, fluorescence; inhibition, % at 12.2 µM; 370,000 tested, 0.56% active;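 active = inhibition above mean plus 3 SD of compounds lying within the high and low control bounds, cut at about 19% in these data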;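 also: 0% = median of test compound wells and 100% = no enzyme DMSO wells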
Target sequence (Q9NZ20 whole entry, looked up): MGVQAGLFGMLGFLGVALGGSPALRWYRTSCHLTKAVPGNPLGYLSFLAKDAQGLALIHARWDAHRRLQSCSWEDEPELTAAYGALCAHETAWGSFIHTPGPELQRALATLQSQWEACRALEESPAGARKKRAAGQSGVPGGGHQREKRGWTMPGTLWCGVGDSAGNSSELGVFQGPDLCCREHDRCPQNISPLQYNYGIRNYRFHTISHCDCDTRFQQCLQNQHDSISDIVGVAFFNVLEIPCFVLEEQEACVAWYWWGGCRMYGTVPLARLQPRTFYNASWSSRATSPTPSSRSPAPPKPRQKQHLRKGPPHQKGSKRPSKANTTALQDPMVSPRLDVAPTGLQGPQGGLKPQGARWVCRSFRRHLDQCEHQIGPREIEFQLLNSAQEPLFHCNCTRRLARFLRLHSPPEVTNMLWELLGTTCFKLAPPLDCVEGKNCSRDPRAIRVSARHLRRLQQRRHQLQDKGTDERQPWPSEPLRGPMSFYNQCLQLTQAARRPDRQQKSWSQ
DDE Tn6 FP inh: inhibitors of Tn6 peptide binding to fibrin DD(E), primary screen, biochemical, fluorescence polarization, human fibrin, Tn6 probe. Fibrinogen beta chain (Homo sapiens), P02675. Fibrin DD(E) TRITC-Tn6 fluorescence polarization displacement. inhibition, % at 8.3 µM. 370,000 tested, 0.21% active;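 active = inhibition above a per-campaign cutoff: mean of compounds within control limits plus 3 SD, cut at about 15% in these data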;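 also: 0% = median of all compound wells on the plate and 100% = blocking peptide control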
Tn7 DDE FP: inhibitors of Tn7 peptide binding to fibrin DD(E), primary screen, biochemical, fluorescence polarization, human fibrin, Tn7 probe; Fibrinogen beta chain (Homo sapiens), P02675; FP displacement of FITC-Tn7 peptide from fibrin DD(E); 0% = median of compound wells per plate; inhibition, % at 8.3 µM; 370,000 tested, 0.13% active; AID 720508, 2013;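 active = inhibition above the mean of compounds falling within the control limits plus 3 SD of them, cut at about 14% in these data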;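 also: 0% = plate median of compound wells and 100% = 10 µM Aha-Tn7 peptide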
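Test system – human fibrin DD(E) · Times – 10 min preincubation, 3 h with tracer, room temperature · Detection – fluorescence polarization of the labelled Tn7 tracer · Measure – percent inhibition normalized to high-control wells · Benchmarks – high control wells with 10 µM unlabelled Aha-Tn7 peptide (full inhibition) · Repeats – singlicate testing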
PLCg1 inh: PLC-gamma1 enzyme inhibitors, primary screen, biochemical, fluorescence, purified enzyme | 370,000 tested, 0.84% active | fluorogenic substrate | AID 720700, 2013 | inhibition, % at 12.2 µM; in the data active = inhibition above about 9.5%
Active calls of the source: *; · = not tested or not shown. Not a hit list; about 4.5% have a hit in one of these screens.

Value order: Rev-erbA mod, ASAP1 inh, PLC-beta3 inh, ARFGAP1 inh, proKLK7 act, UHRF1 binding, HGIII-sPLA2 inh, DDE Tn6 FP inh, Tn7 DDE FP, PLCg1 inh
> CCN(CC)CCn1c(=O)n(-c2ccc(Cl)cc2)c(=O)c2c3c(sc21)CN(C)CC3
  -3.6, 4.6, -25.7, 3.3, -0.1, -3.2, -14.4, -6.7, -0.3, -13.8
> CC12C=CC3(O1)C(C(=O)N1CCCOC13)C2C(=O)O (stereo not drawn)
  0.0, -6.4, 2.2, 10.3, 0.1, 0.2, 2.4, 4.9, -3.8, 0.2
> Cc1onc(-c2ccccc2)c1C(=O)Nc1nc(-c2ccccc2)cs1
  -5.1, 13.7, -1.9, 13.3, -0.7, -0.2, 7.0, -2.5, 7.2, -1.4
> CCOC(=O)/C(=N/O)C1=NC(C)(C)Cc2cc(C)c(C)cc21
  2.7, 2.6, -1.8, -10.8, 0.7, 1.4, -26.2, 5.0, -3.7, 0.8
> Cn1ncc(N)c1C(=O)Nc1cccc(C(F)(F)F)c1
  2.9, 8.0, -2.8, 0.5, 0.0, 1.1, -0.3, 4.6, -2.1, -1.1
> O=C1OCCC1Sc1nnc(-c2ccccc2Cl)n1Cc1ccccc1 (stereo not drawn)
  -4.0, -5.4, 0.7, -10.4, -0.4, 2.4, -8.0, 0.0, 4.1, 0.8
> CC(C)(C)c1ccc(-c2nc(NCc3cccnc3)c3ccccc3n2)cc1
  4.0, 1.4, -4.6, -0.6, -0.8, 2.8, -29.2, -0.3, -0.9, -1.1
> O=C(Nc1cc(C(F)(F)F)ccc1-n1cnc2ccccc21)c1ccccc1
  -1.2, -6.8, 1.5, -5.5, -0.3, -2.9, 3.9, -4.9, -2.4, 0.7
> CCCC1/C(=N/O)CC(c2ccccc2)NC1c1ccccc1 (stereo not drawn)
  -3.9, 16.9, 10.2, 6.8, -0.3, 4.6, 18.3, -3.6, -12.0, 10.4*
> O=S(=O)(c1cccc(-c2n[nH]c(=S)n2-c2cccc(C(F)(F)F)c2)c1)N1CCOCC1
  -1.8, 2.1, -9.0, -4.8, -0.6, -2.8, 16.5, -2.3, -2.5, -5.9
> CCOc1ccc(S(=O)(=O)N2CCN(C(=S)NCC3CCCO3)CC2)cc1 (stereo not drawn)
  -2.7, 5.1, 1.5, -5.1, 0.7, -0.3, 8.0, -5.1, 0.8, 1.3
> Cc1ccccc1C(=O)NCCN=C1NS(=O)(=O)c2ccccc21
  -1.8, -3.0, 0.4, -9.6, -0.6, 0.3, 3.4, 0.9, 1.0, 1.2
> CN(CC(=O)Nc1c(Cl)cccc1Cl)C(=O)C1CCN(C(=O)Nc2ccccc2)CC1
  -3.6, -5.1, -6.3, 10.8, -0.1, 1.9, 3.5, 1.4, -3.4, 3.6
> COc1cccc(CNc2ccc3c(c2)ncn3C(C)C)c1OC
  -0.6, -5.0, -47.6, -5.7, 1.3, -2.6, -1.5, 1.6, 1.7, -38.6
> Cc1cc(NC(=O)CCC(=O)N(Cc2ccco2)C2(C(=O)NC3CCCC3)CCC(C)CC2)no1 (stereo not drawn)
  -3.3, -12.3, -0.7, 5.5, -0.1, -0.8, -9.6, 3.2, -2.1, 3.5
> O=C(Nc1ccc(Oc2cccnc2)cc1)C1CCN(Cc2ccccc2)CC1
  6.8, 3.9, -4.8, -36.8, 0.7, 3.8, -3.3, -4.2, 1.2, 3.1
> CCN1C(=O)[C@H]2[C@@H](c3ccc(OC)cc3)N3C(=O)CN(CCOC)C(=O)[C@@]3(Cc3ccccc3)[C@H]2C1=O
  -0.5, 0.4, 2.2, 5.5, 0.1, 4.6, -2.3, -1.9, 0.1, 0.6
> Cc1ccc(C)c(-n2cc(CN3CCNC(=O)CC3)c(-c3ccccc3)n2)c1
  0.7, -3.1, -3.6, 2.2, -0.3, -1.7, -5.4, -0.2, -6.7, -3.5
> CCCCN(Cc1ccccc1)C(=O)C1CCC(=O)N(CCc2ccccn2)C1 (stereo not drawn)
  -0.4, 3.6, -2.3, -8.1, -0.1, -1.4, -2.4, -5.6, 0.5, 3.1
> O=C(CN1CCC(NC(=O)c2ccco2)CC1)Nc1cccc2ccccc12
  1.1, 5.3, 0.1, 2.5, 0.5, -0.1, 1.8, 6.8, 0.4, -1.3

Two records picked at random from the list so far:
Value order: Rev-erbA mod, ASAP1 inh, PLC-beta3 inh, ARFGAP1 inh, proKLK7 act, UHRF1 binding, HGIII-sPLA2 inh, DDE Tn6 FP inh, Tn7 DDE FP, PLCg1 inh
> CCCCN(Cc1ccccc1)C(=O)C1CCC(=O)N(CCc2ccccn2)C1 (stereo not drawn)
  -0.4, 3.6, -2.3, -8.1, -0.1, -1.4, -2.4, -5.6, 0.5, 3.1
> CCOc1ccc(S(=O)(=O)N2CCN(C(=S)NCC3CCCO3)CC2)cc1 (stereo not drawn)
  -2.7, 5.1, 1.5, -5.1, 0.7, -0.3, 8.0, -5.1, 0.8, 1.3

The results go on.
Value order: Rev-erbA mod, ASAP1 inh, PLC-beta3 inh, ARFGAP1 inh, proKLK7 act, UHRF1 binding, HGIII-sPLA2 inh, DDE Tn6 FP inh, Tn7 DDE FP, PLCg1 inh
> CC(C)c1nc2sc3c(SCCN(C)C)ncnc3c2c2c1CCC2
  0.0, -8.7, -7.6, 1.3, 0.6, 2.3, 5.0, 3.6, 5.8, -0.7
> CC12CCC(C/C1=N\N=C1\NC(=O)/C(=C\c3cccc(Br)c3)S1)C2(C)C (stereo not drawn)
  2.8, -17.4, -0.8, -4.2, -0.7, -0.7, -3.4, 2.0, 0.9, -2.6
> Cc1ccccc1S(=O)(=O)c1cc(C#N)c(=O)[nH]c1N
  3.4, 13.2, -39.8, -8.4, 0.2, -0.6, -0.9, 10.6, 9.8, -37.0
> O=C(Cn1c(=O)c2cccn2c2ccccc21)NCCc1ccc(Cl)cc1
  65.7*, -0.1, -2.9, 0.1, 0.0, 3.6, 4.5, -4.8, 1.9, 5.4
> COc1cccc(-n2c(C)nnc2SCC#N)c1
  -5.1, 4.9, 12.8*, 10.3, 0.4, 0.5, 13.5, -0.6, -3.0, 12.0*
> O=C(NC1CCCCC1)c1ccc2ccccc2c1O
  -3.1, 2.1, -64.6, -12.0, -2.7, -0.4, 7.2, 6.4, 1.7, -40.8
> CCOc1ccc(C(C)=O)cc1CN1C(=O)NC2(CCCCCCC2)C1=O
  0.3, -5.1, -5.0, -0.3, 0.1, -0.9, -8.2, 10.8, -3.2, -1.1
> Cc1ccc(OCC(=O)N2CCN(c3nnc(-c4ccccc4)c4ccccc34)CC2)cc1
  1.9, -2.5, 0.4, 14.4, 1.0, -4.0, -18.0, -5.3, -1.8, -0.8
> O=C(CSc1nnc(NC(=O)Cc2ccccc2)s1)NCC1CCCO1 (stereo not drawn)
  -6.7, -0.5, -6.8, -6.2, 0.5, 4.9, 3.6, -3.3, 1.5, 1.1
> O=C1C(=Cc2ccc(F)cc2)Cc2ccccc21
  -1.6, 2.4, 5.3, -4.4, 0.6, -6.5, -8.5, 1.6, -1.8, 1.1
> Cc1c(C)c2ccc(OCC(=O)NCCN3CCOCC3)c(C)c2oc1=O
  -5.3, -3.7, -31.5, -0.1, 0.3, -0.1, 0.1, 9.1, 2.6, -13.0
> CCOCCCN(C(=O)c1snc(C(N)=O)c1N)C(C(=O)NCCC(C)C)c1ccc(F)cc1 (stereo not drawn)
  4.0, -2.2, -61.9, -5.2, 2.4, 1.0, 3.2, -0.9, -7.7, -44.3
> C/C(=N\Nc1ccc(C(F)(F)F)cn1)c1ccncc1
  -3.3, 5.8, -3.7, -3.5, 0.1, 22.1*, 2.6, -9.7, 0.3, 1.3
> CC(NC(=O)c1ccc(Cn2cc([N+](=O)[O-])cn2)cc1)c1ccccc1 (stereo not drawn)
  0.1, -1.9, 2.0, -5.8, 0.2, -1.4, -3.7, -3.5, 2.2, -1.3
> CCCCOC(=O)c1ccc(NC(=S)N2CCN(c3ncc4c(=O)c(C(=O)O)cn(CC)c4n3)CC2)cc1
  -11.7, -16.9, -4.6, -5.2, 0.2, -2.5, 8.4, 2.1, -1.3, 0.2
> Cc1scc(C(=O)N/N=C/c2ccc(OC(C)C)cc2)c1C
  -2.2, 5.8, 3.5, 3.9, 0.1, -0.3, -0.1, 0.4, -6.2, 1.1
> COc1cccc(C(=O)Nc2ccc3c(c2)CCCN3C(=O)c2cccs2)c1OC
  -7.9, 8.4, -6.2, 5.4, 0.6, -3.9, 0.8, -7.4, -1.6, -1.1
> N#Cc1nc(Cc2cccc3ccccc23)oc1N1CCCCC1
  -1.2, -10.6, -0.3, -1.6, 0.8, -3.6, -8.7, -3.7, 0.8, 1.3
> COc1cccc(NC(=S)N2CCN(c3ccccn3)CC2)c1
  -2.3, 4.7, 4.2, -6.8, -0.4, -1.2, 13.9, 8.7, -2.4, 0.7
> Cc1csc(NC(=O)c2nc(-c3ccccc3)n(-c3ccccc3)n2)n1
  -0.5, -3.7, -0.2, 10.0, 0.2, 0.8, 0.9, -5.5, 1.8, -0.2
> CCOC(=O)C1=C(C)OC(=CC=Cc2ccccc2)C1=O
  -1.6, 14.9, -24.7, -5.8, 2.2, 0.9, -51.4, -1.3, 7.3, -70.1
> Fc1ccc(N/N=C/c2ccc(N3CCOCC3)cc2)c(F)c1
  ·, 2.3, -17.8, -1.7, -0.3, -0.8, -1.3, 2.4, -1.7, -9.0
